Bioassay records (PubChem BioAssay)
Hep lipid drop: hepatic lipid droplet formation modulation; inhibition, % at 6.5 µM; AML12 mouse hepatocytes, oleate lipid droplets, BODIPY imaging; AID 1656; actives 0.4% (n = 240,000);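 active = lipid droplet intensity inhibited by at least 50%, with more than 500 cells counted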
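Material – mouse AML12 hepatocyte cell line, fixed after treatment · Compound dosing – one dose, 6.5 µM compound · Times – compound with oleate, overnight · Measured by – Image-based BODIPY and DAPI two-channel analysis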
Yfh1-off respiration: mitochondrial function rescue without frataxin homolog – Friedreich's ataxia, plus single-dose screen, dose response (AID 1465). actives 0.074% (n = 220,000). fold induction at 50 µM, or EC50 in µM where a hit was titrated. S. cerevisiae Yfh1-off respiration, WST-1 reduction, 72 h; higher fold induction means a stronger effect;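 active = fold induction of absorbance versus untreated yeast above a set limit, then at least 30% activation at any dose in follow-up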;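 note: activators that raise dye reduction in frataxin-depleted yeast; strong numbers were not always called active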
Dynein cargo inh: blocks dynein driven cargo transport along microtubules | z-score, hits read low | 3617.4 mouse cells, GR-EGFP nuclear translocation imaging; test concentration mostly 20 µM; stimulated with dexamethasone, 1 µM; hits give low values | actives 0.47% (n = 220,000);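 active = plate z-score of nuclear minus cytoplasmic receptor signal below a set negative limit, without overly bright fluorescence or cell loss, cut at about -3.5 in these data, passing the limit was not always enough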;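 note: z-score of nuclear minus cytoplasmic ring GR-EGFP intensity difference per well; some compounds called inactive have numbers as strong as hits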
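Buffer or medium – tet-free medium with charcoal-stripped serum · Signal – automated 10x imaging of fixed Hoechst-stained cells · Also added – dexamethasone agonist, 1.0 µM final, for 30 min · Incubation – induction 48 h, compound 1 h, agonist 30 min · Read-out – GR-EGFP nuclear translocation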
MT stabilize HCS: microtubule stabilization, imaging screen; % tubulin-high responders, % at 10 µM; AID 2205; HeLa tubulin immunostaining HCS, 24 h; share of cells brighter than vehicle mean+2SD; actives 0.83% (n = 200,000);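 active = plate Z-score above 3 for both tubulin-high and condensed-nucleus cell shares, with cell loss under 80%, at 10 µM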;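 note: anti alpha tubulin signal scored within the nucleus-defined area of each cell; some results filed as inactive read as strong as hits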
ER stress rescue: protection against thapsigargin-triggered cell killing – 384-well, CSM14.1, ATP luminescence, primary screen (AID 1222) | CSM14.1 thapsigargin-induced death rescue, ATP luminescence; higher % means a stronger effect | one-dose cellular ATP content (survival), % at 20 µM; EC50 in µM for titrated hits | 190,000 tested, under 10 active;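 active = EC50 below 50 µM in the dose-response confirmation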;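 note: death triggered by thapsigargin at about 15 µM added after 2 h compound pretreatment; cell ATP read after overnight thapsigargin exposure of roughly 18 to 22 hours; normalized against plate controls of thapsigargin alone and 5% DMSO vehicle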
Insulin prom up: MIN6 insulin promoter up-regulation | MIN6 insulin promoter-GFP reporter, high-content imaging; hits give high values | z-score at 5 µM | actives 0.3% (n = 190,000) | AID 1625;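 active = z-score above 3 at 5 µM with at least 500 cells counted in the well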
P. falciparum M17LAP: P. falciparum M17LAP inhibitors, primary screen, biochemical, fluorogenic H-Leu-NHMec substrate, 1536-well (AID 1619); recombinant M17LAP, H-Leu-NHMec fluorogenic kinetic assay; higher % means a stronger effect; actives 0.38% (n = 220,000); one-dose inhibition, % at 30 µM; IC50 in µM for titrated hits;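 active = compound inhibiting the enzyme by more than half at any dose during confirmatory dose-response retesting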;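 note: plate controls were full reaction with DMSO carrier for no effect and no enzyme background for full effect; strong numbers were not always called active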
P. falciparum M1AAP: malaria alanyl aminopeptidase activity blockers – biochemical, fluorogenic H-Leu-NHMec substrate, 1536-well (AID 1445); recombinant M1AAP, H-Leu-NHMec fluorogenic kinetic assay; higher % means a stronger effect; inhibition, % at 30 µM, or IC50 in µM where a hit was titrated; actives 0.42% (n = 220,000);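 active = primary inhibition above the hit cutoff, then over 50% inhibition at one or more dose response concentrations, cut at about 23% in these data, passing the limit was not always enough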;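 note: plate controls were DMSO full reaction for no effect and no enzyme background for full effect; strong numbers were not always called active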
Autophagy HCS: modulators of autophagy; MEF GFP-LC3 puncta imaging; test concentration mostly 10 µM; calls only at 10 µM (by protocol); actives 0.98% (n = 190,000);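 active = percentage of spot-positive cells more than 3 SD above its plate mean, without a fluorescence outlier flag or 80% toxicity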;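 note: spot-positive cell cutoff set from DMSO-treated cells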
Dynein cargo inh cytoplasmic EGFP: further read-out of Dynein cargo inh, marked with its call; z-score; measured here: cytoplasmic GR-EGFP intensity; hits give high values
Dynein cargo inh nuclear GR-EGFP: also measured in Dynein cargo inh; calls as there; z-score; measured here: nuclear GR-EGFP intensity;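 lower value marks the stronger effect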
Dynein cargo inh cell count: also measured in Dynein cargo inh; calls as there; z-score; measured here: cell count per field
Insulin prom up cell count: also measured in Insulin prom up; calls as there; cell count; measured here: cytotoxicity, nuclei count;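 total cells summed across four imaged fields per well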
Hep lipid drop cells 6.5 µM: further read-out of Hep lipid drop, marked with its call; cell count; measured here: cell count, cytotoxicity flag;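 cells counted across two imaged fields per well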
MT stabilize HCS Hoechst-high %: also measured in MT stabilize HCS; calls as there; % Hoechst-high responders; measured here: nuclear condensation Hoechst responders;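 share of cells brighter than vehicle mean plus two SD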
MT stabilize HCS cytotoxicity %: recorded beside MT stabilize HCS, whose call it bears; toxicity, %; measured here: cytotoxicity by cell density;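 0% = mean cell density of plate MIN control wells and 100% = no cells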
Autophagy HCS cell loss 18 h: second read-out of Autophagy HCS, no call of its own (marks repeat the call); toxicity, %; measured here: cell loss, nuclei count;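 cell loss after 18 h compound exposure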
* = called active by the depositor; i = inactive; nt = no result given. Hits appear at their usual frequency, and some 3.5% of all compounds hit somewhere here.

SMILES	Hep lipid drop	Hep lipid drop cells 6.5 µM	Yfh1-off respiration	Dynein cargo inh	Dynein cargo inh cytoplasmic EGFP	Dynein cargo inh nuclear GR-EGFP	Dynein cargo inh cell count	MT stabilize HCS	MT stabilize HCS Hoechst-high %	MT stabilize HCS cytotoxicity %	ER stress rescue	Insulin prom up	Insulin prom up cell count	P. falciparum M17LAP	P. falciparum M1AAP	Autophagy HCS	Autophagy HCS cell loss 18 h
Cc1ccc(C(=O)c2cccc(N)c2)cc1C	2	693	i	1.6	-0.11	0.91	-0.5	2.0	2.4	1.0	-0.4%	-0.18	1273	-10%	1%	i	5
CN(CCc1ccccn1)C(=O)Nc1cc(Cl)cc(Cl)c1	9	738	i	0.21	-0.28	0.0045	-0.48	nt	nt	nt	nt	0.06	1304	2%	-1%	nt	nt
CC(C)Oc1ccc(Nc2ncnc3ccccc23)cc1	6	724	i	-0.38	-0.34	0.29	0.34	6.0	2.2	21	-0.7%	-1.2	1279	6%	7%	i	13
CC(C)n1c(SCC(=O)Nc2ccccc2)nc2c1c(=O)n(C)c(=O)n2C	-11	758	i	0.87	-0.24	1	0.6	3.3	1.8	5.4	-1.7%	nt	nt	6%	-2%	i	0
O=C(CN1CCN(C(c2ccccc2)c2ccccc2)CC1)N1CCN(c2ccccc2)CC1	-10	725	i	0.96	-0.11	0.93	-1.3	nt	nt	nt	nt	0.46	1217	2%	-6%	nt	nt
Cc1cccc(NC(=O)CCS(=O)(=O)c2cccc3nsnc23)c1C	nt	nt	i	-0.51	-0.18	-0.14	0.56	3.5	1.6	1.4	-1.9%	0.31	1496	11%	5%	i	8
Cn1c(SCC(=O)NC2CCCCC2)nnc1-c1cccc(N)c1	0	836	i	-0.27	-0.23	-0.19	-0.33	5.2	1.8	5.3	-2.9%	0.64	1205	22%	14%	i	-2
O=C(O)Cc1coc(-c2ccc(F)cc2)n1	14	832	i	-0.3	-0.21	0.082	-0.017	3.2	1.2	6.3	-0.2%	-1.4	910	12%	-3%	i	8
COc1ccc(N(CC(=O)NCCC2=CCCCC2)S(=O)(=O)c2ccccc2)c(OC)c1	-5	679	i	-1.1	-0.19	-0.58	-0.39	2.8	2.2	4.9	-1.1%	-1.5	1333	0%	10%	i	13
O=C(Cc1ccccc1)NC(NC(=O)Cc1ccccc1)c1cccc([N+](=O)[O-])c1	-2	719	i	0.34	1	0.65	-1.2	2.5	2.7	7.6	-1.4%	0.79	1506	-4%	0%	i	37
O=S(=O)(Cc1ccccc1)c1ccccc1-c1nnc(-c2ccccc2)o1	17	667	i	0.0019	-0.23	-0.5	0.42	1.7	1.6	3.9	-2.0%	0.35	1736	-3%	3%	i	25
CN(C)c1cccc(-c2nnc(SCCCC#N)o2)c1	nt	nt	i	-0.82	-0.22	-0.44	0.79	2.8	1.5	4.1	-4.2%	-0.13	1566	-3%	6%	i	1
COc1ccc(OCC(=O)O/N=C(\N)Cc2cccs2)cc1	-6	611	i	2	-0.19	1.1	-1.7	1.3	1.9	7.4	-1.1%	0.78	1358	-1%	-3%	i	-8
O=S(=O)(NN=C1CCCCCCC1)c1ccc(Br)cc1	-4	695	i	-0.2	-0.23	-0.39	0.1	4.0	1.9	5.8	-4.3%	nt	nt	4%	1%	i	-4
CCOC(=O)c1sc(N)c(C#N)c1COC(=O)CNC(=O)c1cc(OC)c(OC)c(OC)c1	19	815	i	0.12	-0.11	0.23	0.49	2.2	1.4	5.4	0.8%	-0.31	910	4%	3%	i	28
CCC1CCC(C(=O)NC(CCSC)C(=O)NCCN(CC(C)C)CC(C)C)CC1 (centres undefined)	-2	788	i	-0.035	-0.37	0.13	0.47	5.6	1.7	11	0.5%	-0.58	1329	9%	5%	i	-1
CCC1CCC2(CC1)SCC(=O)N2c1ccccc1 (centres undefined)	18	781	i	0.87	-0.28	0.0066	0.5	nt	nt	nt	nt	-0.18	1291	0%	-2%	nt	nt
CCOC(=O)CSc1nc(C(C)(C)C)cc(C(F)(F)F)c1C#N	-1	764	i	-0.41	-0.25	-0.07	1.1	1.7	1.4	11	2.5%	0.13	948	6%	-1%	i	-7
CNCc1ccccc1OCC(=O)Nc1ccccc1	9	790	i	-0.73	-0.2	-0.2	0.96	1.1	1.2	7.1	0.2%	nt	nt	2%	6%	i	-2
COc1ccc(/C=N/NC(=O)c2sccc2OCc2ccc(F)cc2)cc1OC	nt	nt	i	0.13	-0.45	0.034	0.5	14	4.2	32	-1.0%	-0.36	1631	-8%	0%	i	-2
CCOc1ccccc1-c1cc(-c2n[nH]c(=S)n2CC)c2ccccc2n1	nt	nt	i	-0.76	-0.28	0.25	0.56	2.4	2.9	7.9	-0.8%	-1.8	1212	7%	-1%	i	5
COC(=O)c1[nH]c2cccc(OC)c2c1NC(=O)CN1CCC(C(N)=O)(N2CCCCC2)CC1	14	612	i	-0.56	-0.18	-0.25	0.44	1.7	1.5	4.3	-0.1%	0.73	1857	7%	-1%	i	-26
O=C(N/N=C/c1ccc(Cl)cc1)c1n[nH]c2c1CCCC2	2	666	i	-0.2	-0.15	0.34	0.45	nt	nt	nt	nt	1.5	583	1%	5%	nt	nt
CCCCC(O)(CCCC)C(=O)NNc1ccccc1	-8	718	i	0.71	0.21	0.95	-0.16	3.5	1.3	5.4	-4.6%	0.1	1390	-3%	-1%	i	9
O=C(NC(N1CCOCC1)C(Cl)(Cl)Cl)c1ccco1 (centres undefined)	10	776	i	-0.34	-0.16	-0.4	0.85	3.0	1.6	11	0.2%	0.78	1613	4%	1%	i	-2
FC(F)(F)c1nnc(-c2ccccc2)nc1Oc1ccc(Cl)cc1Cl	nt	nt	nt	-2.8	0.072	-0.83	0.76	3.4	2.5	6.2	-0.6%	0.15	1429	7%	3%	i	-26
Cn1c(SCc2cccc(F)c2)nnc1-c1ccccn1	nt	nt	i	-0.076	-0.35	-0.12	0.4	5.8	3.6	3.7	0.0%	-1.1	1071	11%	0%	i	2
C[C@@H](C(=O)Nc1nc2ccc(F)cc2s1)N1C(=O)C2CC=CCC2C1=O (some centres undefined)	-5	591	i	-0.46	-0.37	-0.35	0.64	4.4	1.7	7.8	-2.6%	0.85	1013	2%	-4%	i	-6
O=C(CN1CCN(Cc2ccccc2)CC1)N1CCCc2c1c(=O)oc1ccc(O)cc21	nt	nt	nt	0.68	-0.24	0.9	-1.4	35*	13*	52*	-0.9%	0.07	1629	9%	4%	i	3
CC(C)CCNC(=O)CCCn1c(=O)[nH]c2ccc(Br)cc2c1=O	nt	nt	i	1.1	0.077	1.5	-1.3	7.0	2.6	8.1	-1.1%	2.1	1487	-2%	-2%	i	6
CC(C)(C)c1cc(C(=O)N2CCc3ccccc32)ccn1	nt	nt	i	0.87	-0.21	0.72	-0.22	2.0	1.1	4.2	2.2%	-0.07	1217	-4%	15%	i	11
Cc1ccc(-n2c(CCC(=O)O)ccc2-c2cccs2)cc1	0	737	i	-1.1	0.5	-0.23	0.47	1.5	1.3	10	-1.3%	-0.19	939	51%	-10%	i	-5
COc1ccc(C(=O)/C=C/c2ccc(OC)c(COc3ccccc3F)c2)cc1	-18	610	i	-0.17	-0.22	-0.21	0.21	3.0	3.2	5.9	-3.8%	0.21	1484	1%	4%	i	-10
O=C(Nc1c(-c2ccccc2)nc2ccccn12)c1ccco1	-7	670	i	-0.21	-0.25	0.17	-0.11	3.6	2.0	2.7	nt	-0.03	1017	15%	4%	i	-2
Cn1nnc2ccccc2c1=O	0	698	i	0.31	-0.36	-0.22	0.18	4.3	1.8	10	nt	-0.55	1327	-1%	-2%	i	2
Cn1nc(C(=O)NCC2CCCO2)c2ccccc2c1=O (centres undefined)	1	667	i	1.2	-0.078	0.97	-0.68	7.2	2.6	4.6	nt	-0.49	1273	1%	-3%	i	-5
CCN(C1CCCCC1)S(=O)(=O)c1ccc(C(=O)O)cc1	-2	624	i	-0.86	0.42	-0.44	0.16	2.6	2.2	3.3	-1.7%	-0.1	1231	13%	-3%	i	-2
CCN(CC)CC(C)OC(=O)COc1ccc(OC)cc1 (centres undefined)	-6	644	i	-0.26	-0.24	0.15	0.24	2.0	1.6	6.7	0.6%	nt	nt	-2%	-6%	i	-15
Cc1cc(C2C(C#N)=C(N)Oc3n[nH]c(C)c32)c(C)s1 (centres undefined)	nt	nt	i	-0.037	-0.19	-0.64	-0.36	3.9	2.1	2.6	-0.5%	3.4*	1524*	20%	6%	i	-2
CCn1c(-c2cccc(Cl)c2)n[nH]c1=S	nt	nt	i	-0.28	-0.2	0.035	0.42	16	2.8	18	0.5%	0.32	1231	7%	10%	i	0
O=C(CCCOc1ccc(Cl)cc1Cl)Nc1ncccn1	2	683	i	-1.5	-0.28	-0.74	0.9	nt	nt	nt	nt	-0.14	1432	10%	3%	nt	nt
